# NCF1 inh: p47phox/p22phox peptide binding inhibitors, primary screen, biochemical, uHTS, NADPH oxidase regulatory subunit; Neutrophil cytosol factor 1 (Homo sapiens), P14598; fluorescence polarization, 2 h; inhibition, % at 24.7 µM; 0.53% of 220,000 active; AID 1274, 2008;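 active = inhibition above about 30%, limit read from the data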;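 also: 0% = p47phox with labelled peptide and 100% = labelled peptide alone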
# Runt-CBFb FRET: inhibitors of RUNX1 Runt–CBFb binding, primary screen, biochemical, FRET, Cerulean-Runt, Venus-CBFb, uHTS. Cerulean-Runt/Venus-CBFb FRET ratio 530/480, 1 h. inhibition, % at 20 µM. 0.46% of 220,000 active. AID 1496, 2009;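 active = inhibition over about 50% at 20 µM in the single-dose screen, limit read from the data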;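 also: 0% = DMSO wells and 100% = excess unlabeled CBFb competitor control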
#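 test system = Cerulean-tagged RUNX1 Runt domain (FRET donor) fusion protein | reagent = Venus-CBFb binding partner, 100 nM | incubation = protein complex preformed 1 h, compound exposure 1 h, room temperature, dark | detection = FRET fluorescence | read-out basis = loss of energy transfer signal | controls = 5 µM unlabeled CBFb as full-inhibition high control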
# L929 necroptosis: inhibitors of zVAD-triggered necroptosis, primary screen, L929 cells; L929 zVAD necroptosis rescue, ATP luminescence, 24 h; with zVAD 60 µM; viability rescue, % at 10 µM; 0.38% of 220,000 active; AID 1377, 2008;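 active = activation, scaled between plate controls, above about 75%, limit read from the data; inactive = activation under that limit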;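 also: 0% = zVAD with DMSO and 100% = DMSO alone without zVAD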
# Runt-SMMHC FRET: inhibitors of RUNX1 Runt–CBFb-SMMHC binding, primary screen, biochemical, FRET, Cerulean-Runt, Venus-CBFb-SMMHC, uHTS; Runt-related transcription factor 1 (Homo sapiens) + Core-binding factor subunit beta …; Cerulean-Runt/Venus-CBFb-SMMHC FRET ratio 530/480, 1 h; inhibition, % at 20 µM; 0.74% of 220,000 active;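 active = mean inhibition across duplicate retests at 20 µM reaching about 50%, limit read from the data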;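 also: 0% = DMSO wells and 100% = wells with excess untagged CBFb-SMMHC; inhibitors lower the FRET ratio by blocking Runt binding to CBFb-SMMHC; some results filed as inactive read as strong as hits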
# Hck-Nef inh: inhibitors of Nef-activated human Hck kinase, primary screen, biochemical, Z-Lyte FRET, 384-well, Hck-YEEI | inhibition, % at 20 µM | Tyrosine-protein kinase HCK (Homo sapiens), P08631 | AID 463187, 2010 | 0.68% of 220,000 active | Recombinant Hck-YEEI plus Nef, Z-Lyte FRET kinase assay;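 active = Hck-Nef kinase inhibition above about 50%, limit read from the data; inactive = inhibition below that limit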;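 also: 0% = DMSO with Hck plus Nef and 100% = Hck alone without Nef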
# EBV gp42 inh: Epstein-Barr virus gp42 inhibitors, primary screen, biochemical, uHTS, fluorescence polarization; Glycoprotein 42 (Epstein-Barr virus (strain AG876)), Q1HVG2; Fluorescence polarization binding assay, mP read-out; 0.42% of 220,000 active; inhibition, % (tested at 21.74 µM); AID 1085, 2008; in the data active = inhibition above about 50%
# Target sequence (Q1HVG2 whole entry, looked up): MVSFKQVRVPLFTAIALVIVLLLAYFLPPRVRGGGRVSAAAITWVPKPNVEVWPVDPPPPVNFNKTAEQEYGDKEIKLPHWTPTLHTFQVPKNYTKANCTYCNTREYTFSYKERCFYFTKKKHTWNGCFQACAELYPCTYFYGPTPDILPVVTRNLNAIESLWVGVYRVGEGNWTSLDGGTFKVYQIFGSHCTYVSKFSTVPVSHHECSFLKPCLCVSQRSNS
# Tb hexokinase: Trypanosoma brucei hexokinase 1 inhibitors, primary screen, biochemical, G6PDH-coupled NADH absorbance, MLSCN library. inhibition, % at 10 µM. 0.11% of 220,000 active. hexokinase 1 [Trypanosoma brucei]. AID 1430, 2008. recombinant TbHK1, G6PDH-coupled NADH A340;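 active = inhibition of 50% or more in the single-dose primary screen; inactive = inhibition below 50%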
# MDM2 E3 inh: MDM2-luciferase reporter signal enhancers, primary screen, MDM2 E3 ligase inhibitor project, cell-based, luminescence, 1536-well | cell-based MDM2 ubiquitination luciferase reporter, 2 h; 0 = plate control, 100 = twice control, blank-subtracted | signal enhancement, % at 5 µM | 0.11% of 210,000 active | AID 1230, 2008;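 active = signal enhancement of 30% or more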;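 also: luminescence tracks abundance of the self-degrading MDM2-luciferase fusion protein; higher signal means inhibition of MDM2 E3 ligase activity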
# Target sequence (Q00987 whole entry, looked up, the tested form may be a part): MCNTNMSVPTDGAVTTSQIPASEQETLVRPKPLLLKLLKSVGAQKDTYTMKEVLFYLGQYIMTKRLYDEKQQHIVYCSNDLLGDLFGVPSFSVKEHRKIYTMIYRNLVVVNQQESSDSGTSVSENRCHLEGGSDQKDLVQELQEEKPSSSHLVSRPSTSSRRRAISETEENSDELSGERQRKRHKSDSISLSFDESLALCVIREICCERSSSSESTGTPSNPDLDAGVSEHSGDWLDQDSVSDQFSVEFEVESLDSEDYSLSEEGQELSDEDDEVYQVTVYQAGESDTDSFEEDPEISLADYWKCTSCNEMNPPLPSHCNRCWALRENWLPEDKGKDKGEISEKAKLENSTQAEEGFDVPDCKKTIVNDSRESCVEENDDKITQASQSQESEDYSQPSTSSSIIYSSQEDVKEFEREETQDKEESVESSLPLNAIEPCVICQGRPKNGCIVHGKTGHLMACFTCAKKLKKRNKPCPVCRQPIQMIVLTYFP
#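 Buffer or medium: Cells held in DMEM | Assay system: Stable mammalian line carrying autodegrading MDM2–luciferase fusion reporter | Quantity: 2000 cells/well | Times: 4 h settle plus 2 h compound, 37 °C | Doses: One concentration, 5 µM, with 0.2% DMSO | Technique: Luminescence with SteadyLite reagent, 15 min at room temperature | Benchmarks: Plate controls and plate blanks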
# 14-3-3 Bad inh: inhibitors of 14-3-3 zeta/Bad binding, primary screen, biochemical, TR-FRET, bovine 14-3-3 zeta; TR-FRET 14-3-3zeta/Dy647-pBad peptide displacement, 1 h; 14-3-3 protein zeta/delta (Bos taurus), P63103; inhibition, % at 21.7 µM; AID 781, 2007; 0.71% of 220,000 active;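 active = inhibition above about 70%, limit read from the data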;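 also: 0% = full 14-3-3 plus peptide FRET controls and 100% = background without 14-3-3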
# Target sequence (P63103 whole entry, looked up): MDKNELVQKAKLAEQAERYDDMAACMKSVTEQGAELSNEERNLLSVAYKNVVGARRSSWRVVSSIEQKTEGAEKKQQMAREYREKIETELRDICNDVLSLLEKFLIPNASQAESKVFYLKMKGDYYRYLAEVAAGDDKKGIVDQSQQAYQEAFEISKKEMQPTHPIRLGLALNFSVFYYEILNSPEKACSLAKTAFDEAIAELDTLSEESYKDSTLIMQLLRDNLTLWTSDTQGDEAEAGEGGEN
# Active calls of the source: *; x = no result given; [ ] = another dose, or the depositor's remark.
SMILES,NCF1 inh,Runt-CBFb FRET,L929 necroptosis,Runt-SMMHC FRET,Hck-Nef inh,EBV gp42 inh,Tb hexokinase,MDM2 E3 inh,14-3-3 Bad inh
O=C(NCc1ccc2c(c1)OCO2)C1CCCN1S(=O)(=O)c1ccc(Cl)cc1 (configuration not stated),-6.4,0.7,0.5,-1.7,13.4,-5.7,-1.6,2.4,4.5
COC(=O)c1ccc(OCCCCN2CC(C)OC(C)C2)cc1 (configuration not stated),5.2,-1.9,0.0,-7.9,7.8,-2.7,-0.4,-14.1,25.6
Cc1ccc([N+](=O)[O-])cc1NC(=O)C[n+]1ccccc1,-1.8,-0.1,0.7,4.3,18.2,-1.2,2.5,-6.5,-3.4
CCOC(=O)CNC(=O)CSc1nc2c(C)cccc2cc1CC,-5.2,-2.0,0.7,-4.9,21.4,-5.2,-6.6,-5.8,-5.4
CCOC(=O)N1CCN(c2c(N3CCc4ccccc4C3)c(=O)c2=O)CC1,-5.6,2.6,0.6,-2.2,2.7,-12.0,-10.4,-15.1,-0.9
COc1cccc(C(=O)CSc2nnc(COc3cccc4cccnc34)o2)c1,2.2,-0.8,0.0,-5.3,0.4,-15.8,0.7,-16.4,-3.1
Cc1cc(C(F)(F)F)n2nc(-c3cnn(C)c3C(F)(F)F)cc2n1,-10.6,-4.1,0.0,1.9,0.5,2.5,-1.4,-17.4,11.6
COc1cccc(-n2nnc3c(=O)n(Cc4ccc(Cl)cc4)cnc32)c1,-5.0,-0.7,1.3,1.3,0.2,-8.3,-2.0,5.4,5.4[fluorescence artefact?]
Nc1ccc2oc(-c3cccs3)nc2c1,-5.0,-1.1,1.2,-6.8,0.9,-10.0,-26.0,-11.5,-3.6
CC(NC(=O)CN1C(=O)COc2ccccc21)c1ccccc1 (configuration not stated),-8.0,1.5,0.5,-4.9,0.1,7.5,2.5,-10.2,-9.0
Cc1ccc(Nc2nc(/N=C/NO)n[nH]2)cc1C,-3.5,-1.9,2.3,-0.1,6.9,-0.8,3.3,-5.8,-21.1
Cc1ccc(S(C)(=O)=NC(=O)NC(=O)c2c(F)cccc2Cl)cc1 (configuration not stated),-1.3,-1.2,-0.4,-0.9,6.2,-1.0,8.4,-2.2,-0.7
Cc1ccc(S(=O)(=O)Oc2ccc(/C=N/NC(=O)c3nn(C)cc3Cl)cc2)cc1,-23.1,0.7,-0.7,-3.9,6.6,-10.2,-3.7,4.0,-3.7
CCOC(=O)C1CCN(S(=O)(=O)C(F)(F)c2nc3ccccc3s2)CC1,-4.1,-0.6,0.1,-0.1,0.3,-10.0,-2.4,-13.2,3.8
Cc1cc(C(=O)N/N=C/c2cc(Br)ccc2OC(=O)c2ccc(Br)cc2)n[nH]1,-94.9,0.4,3.7,-3.9,5.2,-192.7,-4.8,-13.4,34.8[fluorescence artefact?]
COc1ccccc1/C=N/Nc1nncc2ccccc12,-17.5,-0.6,10.7,3.2,6.6,-8.7,-16.7,-14.3,2.6[fluorescence artefact?]
NC(=O)N/N=C/c1c(O)ccc2oc3c(c12)CCCC3,3.8,1.6,5.6,-4.1,45.4,-14.9,-28.2,-5.3,-4.7
c1ccc(Cn2c(SCc3cn4cccnc4n3)nnc2-c2ccco2)cc1,x,-2.4,1.2,3.4,0.0,x,-15.6,-40.6,x
NS(=O)(=O)c1ccc(CCNC(=O)CSc2nc3ccsc3c(=O)n2CC(=O)O)cc1,-25.2,2.0,1.3,1.1,1.1,0.4,-7.5,4.3,2.8[fluorescence artefact?]
O=C(NCCCN=C1NS(=O)(=O)c2ccccc21)c1ccco1,1.0,-0.3,0.2,-2.2,-7.9,-6.1,6.4,-0.1,2.9
COC(=O)C(CC(=O)c1cccc(OC)c1)c1ccc(F)cc1 (configuration not stated),-3.7,-0.5,-0.5,1.7,16.3,-9.1,3.8,-9.1,-7.0
CCOC(=O)C1(CCOc2ccccc2)CCN(Cc2ccc(CO)o2)CC1,-3.7,0.8,-0.7,3.9,12.2,-5.1,-3.3,5.4,-6.2
Cc1ccc(C(=O)n2nc(C#N)c(C#N)c2N)cc1,-11.8,1.1,0.5,1.4,-4.7,-0.8,2.5,-15.4,2.8
Cc1c(C#N)c(O)n(C)c(=O)c1N=Nc1ccc(S(N)(=O)=O)cc1,-5.5,x,0.2,-25.7,-23.4,-17.2,7.0,-88.7,-5.2
COc1c(C)cc(Br)cc1C(=O)O,-4.7,1.0,0.1,-41.2,-1.4,-13.8,-4.3,-7.4,-1.9[fluorescence artefact?]
Cc1cc(C)c(NC(=O)COc2nncc3ccccc23)c(C)c1,-4.2,-1.3,0.3,-2.2,-0.1,-14.8,0.9,0.2,-4.9
CCOC(=O)C1CCN(C(=O)CN(Cc2ccccc2)S(C)(=O)=O)CC1,-11.7,-2.6,0.4,-0.8,1.4,-16.6,6.8,-1.4,-5.7
O=C(CCSCCc1ccccn1)Nc1c(F)c(F)c(F)c(F)c1F,-2.6,-1.1,0.7,1.1,2.9,-14.3,35.9,-6.9,-16.8
CCOC(=O)Cn1cnc2c(C#N)c3n(c2c1=O)CCCCC3,-10.8,-0.3,0.8,-0.5,4.0,-6.2,-7.3,5.3,2.6
O=C(Nc1ccc(N2CCOCC2)c(C(=O)O)c1)c1ccco1,-9.5,0.3,0.4,-1.8,-0.9,-8.1,-14.6,-4.4,5.2[fluorescence artefact?]
Cc1cc(=O)n(Cc2ccc(OC(C)C)cc2)c(=S)[nH]1,-14.8,x,3.3,x,22.5,-0.3,2.4,-5.3,-1.6
COC(=O)c1ccccc1NC(=O)c1cc2sccc2n1C,-22.5,3.9,0.0,1.4,0.2,-8.0,-2.5,-6.3,-10.5
C=CCn1c(SCC(=O)N2CCc3ccccc3C2)nc2sc(C)c(C)c2c1=O,-13.3,-4.4,0.0,-2.9,1.8,-18.6,-4.0,6.9,7.5
CCOC(=O)C(=O)NC12CC3CC(CC(C3)C1)C2,6.3,-2.2,-0.4,-0.2,-1.4,-7.2,-1.5,-30.8,5.6
CC1CCc2sc(C(=O)N/N=C/C3CCCCC3)cc2C1 (configuration not stated),1.4,-4.2,2.3,-0.2,-0.4,11.4,32.1,-11.1,0.9
CC(=O)N/N=C(\C)c1ccc(Br)cc1Br,-2.3,-0.7,0.2,2.0,-16.5,-5.5,1.1,-2.8,-8.6
CCCCCCCCC(=O)NCCOc1ccccc1,-1.2,-4.0,0.6,-1.5,1.0,9.5,-2.0,-14.0,3.5
O=C(Cn1cc(C(F)(F)F)ccc1=O)N1CCN(S(=O)(=O)c2ccc(Cl)cc2)CC1,-8.3,0.9,1.3,0.4,2.3,-32.5,-0.7,-21.1,-6.7
Cc1ccc(/C=N/NC(=O)c2sccc2OCc2ccc(F)cc2)cc1,-14.6,-7.2,1.1,-8.5,0.3,-15.4,1.0,-4.6,-1.8
COc1ccccc1-c1cc(N)n(S(=O)(=O)c2cccc3nsnc23)n1,-4.1,-0.6,-0.4,-1.6,21.5,9.3,-11.3,-2.7,-4.7
CCCCN(C)C(=O)c1ccc(S(=O)(=O)N2CCOCC2)cc1,6.5,2.0,0.0,-1.9,9.9,-1.9,-9.7,-7.3,3.5
COc1ccc(C(=O)C(C)[n+]2ccc(-c3nnc4n3CCCCC4)cc2)cc1 (configuration not stated),-4.1,1.9,0.6,-2.3,7.1,-15.9,-6.2,-7.0,4.7
COc1ccc(Nc2nc(=O)c3cc([N+](=O)[O-])ccc3s2)cc1,17.6,1.5,0.2,-1.4,48.1,60.5*,-36.7,x,82.3*
Cc1oc(-c2cccc(Cl)c2)nc1CN1CCC(C(=O)N2CCN(c3ccccc3F)CC2)CC1,-16.0,2.0,1.4,-3.1,11.3,-11.9,-2.4,-5.7,4.0
CCN(CC)CCCNC(=O)C1c2ccccc2Oc2ccccc21,1.1,-0.3,-0.7,-5.1,-1.9,-4.8,0.3,-11.8,-0.8

# One compound at a time (already shown). Screens in order: NCF1 inh, Runt-CBFb FRET, L929 necroptosis, Runt-SMMHC FRET, Hck-Nef inh, EBV gp42 inh, Tb hexokinase, MDM2 E3 inh, 14-3-3 Bad inh
# CCCCN(C)C(=O)c1ccc(S(=O)(=O)N2CCOCC2)cc1 as listed: 6.5, 2.0, 0.0, -1.9, 9.9, -1.9, -9.7, -7.3, 3.5
# CCCCCCCCC(=O)NCCOc1ccccc1 as listed: -1.2, -4.0, 0.6, -1.5, 1.0, 9.5, -2.0, -14.0, 3.5
# Cc1ccc(S(C)(=O)=NC(=O)NC(=O)c2c(F)cccc2Cl)cc1 (configuration not stated) as listed: -1.3, -1.2, -0.4, -0.9, 6.2, -1.0, 8.4, -2.2, -0.7

# Following part.
SMILES,NCF1 inh,Runt-CBFb FRET,L929 necroptosis,Runt-SMMHC FRET,Hck-Nef inh,EBV gp42 inh,Tb hexokinase,MDM2 E3 inh,14-3-3 Bad inh
Fc1ccccc1Cc1noc(CN2CCN(c3ccc(Cl)cn3)CC2)n1,26.3,-0.8,0.5,-2.0,-1.7,-19.3,-11.1,-46.1,1.8
O=C(Nc1ccccc1)N1CCC(n2c(=O)[nH]c3ccccc32)CC1,-13.0,0.9,-0.4,-2.5,0.1,-20.7,-2.1,-24.5,-14.6
O=C(NCC(=O)N(Cc1cccs1)C(C(=O)NC1CCCCC1)c1ccncc1)c1ccco1 (configuration not stated),5.4,-2.7,-0.6,15.3,7.4,-5.8,-6.3,-8.0,-14.1
CC(C)(C)C1=C(C#N)C(c2cccnc2)C(C#N)=C(N)O1 (configuration not stated),-11.0,0.8,0.2,2.7,2.0,-3.4,0.5,4.1,0.7
CN1/C(=C\C(=O)c2ccco2)c2ccccc2CC1(C)C,-3.4,-1.3,-0.2,-3.3,6.3,-12.1,-6.5,-39.8,-2.0
OCC1CCCN1C(=S)Nc1ccccc1 (configuration not stated),-5.5,-1.4,-0.1,-5.6,-1.6,-6.6,-5.2,-5.6,0.9[fluorescence artefact?]
COc1ccc(C2C3=C(CC(C)(C)CC3=O)Nc3c2c(=O)n(C)c(=O)n3C)cc1OC (configuration not stated),6.2,63.3*,-0.6,107.0*,6.0,-4.3,-6.1,-45.9,-2.8
O=C(NC1CC2CCC1C2)C1CCN(S(=O)(=O)c2ccc(-c3nn[nH]n3)cc2)CC1 (configuration not stated),-19.4,-1.5,0.3,0.3,3.3,-10.5,2.1,-7.2,10.9[fluorescence artefact?]
